Screening data from PubChem BioAssay.
EPAC1 antag: antagonists of human EPAC1; actives 0.14% (n = 360,000); Potency, µM (highest dose often 115 µM), for inactives: top-dose activity change, negative = inhibition, most hits filed as inhibitors; AID 720709; EPAC1 GEF assay, Rap1b-BODIPY-GDP exchange fluorescence;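 also: potency is read from the fitted curve at half-maximal effect; plate controls were vehicle for no effect and positive control for full effect; nearly all actives have a fitted effect of over 50% in size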
Target sequence (O95398 whole entry, looked up): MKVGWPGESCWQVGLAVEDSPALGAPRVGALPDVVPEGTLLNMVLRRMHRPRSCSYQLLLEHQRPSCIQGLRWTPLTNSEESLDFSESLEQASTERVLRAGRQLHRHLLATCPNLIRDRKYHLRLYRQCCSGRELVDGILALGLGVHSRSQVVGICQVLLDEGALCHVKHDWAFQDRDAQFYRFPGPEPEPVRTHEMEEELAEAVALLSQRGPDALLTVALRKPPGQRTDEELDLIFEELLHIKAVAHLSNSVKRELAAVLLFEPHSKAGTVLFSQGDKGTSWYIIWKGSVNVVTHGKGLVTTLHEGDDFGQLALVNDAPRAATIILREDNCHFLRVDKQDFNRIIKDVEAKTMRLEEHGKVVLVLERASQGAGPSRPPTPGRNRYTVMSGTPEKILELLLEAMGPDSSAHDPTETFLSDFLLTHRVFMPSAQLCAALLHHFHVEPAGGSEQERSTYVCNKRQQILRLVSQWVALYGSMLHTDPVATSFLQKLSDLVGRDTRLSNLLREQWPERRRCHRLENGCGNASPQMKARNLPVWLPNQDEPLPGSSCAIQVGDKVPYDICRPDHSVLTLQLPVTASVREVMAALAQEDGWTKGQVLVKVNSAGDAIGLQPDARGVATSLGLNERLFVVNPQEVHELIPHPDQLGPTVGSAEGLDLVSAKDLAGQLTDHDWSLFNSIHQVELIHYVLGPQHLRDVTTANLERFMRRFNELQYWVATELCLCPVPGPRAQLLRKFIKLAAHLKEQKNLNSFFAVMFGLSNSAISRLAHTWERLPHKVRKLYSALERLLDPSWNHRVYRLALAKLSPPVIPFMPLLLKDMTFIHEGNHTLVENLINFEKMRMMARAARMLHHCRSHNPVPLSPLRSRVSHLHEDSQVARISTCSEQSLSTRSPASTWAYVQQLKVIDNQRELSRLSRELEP
FUS suppressor: FUS proteinopathy suppression in yeast; actives 0.24% (n = 390,000); Potency, µM (highest dose often 76.6 µM), for inactives: at the top dose growth rescue (activation), usual class: activators; S. cerevisiae FUS-expressing, growth rescue, OD600, 24 h; AID 1347120;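 also: potency is read from the fitted curve at half-maximal effect; plate controls were DMSO vehicle for no effect and reference control for full effect; nearly all actives have a fitted effect of over 55% in size; some results filed as inactive show a strong effect at the top dose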
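S. cerevisiae expressing FUS from galactose induction served as the toxicity model. Growth after 24hr at 30C, read as absorbance at 600 nm, indicates suppression of toxicity; compounds dosed at several concentrations.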
WRN helicase inh: blocks human WRN helicase; WRN helicase unwinding, fluorescent forked duplex, kinetic; Potency, µM (series often up to 114 µM), for inactives: at the highest dose activity change, negative = inhibition, hits mostly inhibitors; actives 0.46% (n = 360,000); AID 651768; also: potency is read from the fitted curve at half-maximal effect; % is scaled to controls: 0 for no effect and ±100 for the full control effect; nearly all actives have a fitted effect of over 55% in size
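Kinetic fluorescence helicase assay: unwinding of a quenched forked DNA duplex (100 nM final) with 2 mM ATP final raises red fluorescence (525/598 nm). Compounds sat 15 min at room temperature with 20 nM WRN beforehand.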
PLK1 PBD inh: PLK1 (human) polo-box domain binding inhibition | P53350 | Plk1 PBD binding of FITC phosphopeptide, fluorescence polarization | Potency, µM, for the others: max response, negative = inhibition, most hits filed as inhibitors | actives 2.8% (n = 360,000) | AID 720504; also: potency is read from the fitted curve at half-maximal effect; series mostly up to about 57 µM; % is scaled to controls: 0 for no effect and ±100 for the full control effect; nearly all actives have a fitted effect of over 65% in size
Abeta rescue: restores growth of yeast expressing A-beta42 peptide. Potency, µM (titrated, usually from 46.1 µM), inactives show top-dose growth rescue, usual class: activators. actives 0.063% (n = 410,000). yeast expressing A-beta42, growth rescue, OD600, 48 h; response scale: 0% DMSO, 100% iron-clioquinol control; also: potency is read from the fitted curve at half-maximal effect; nearly all actives have a fitted effect of over 55% in size
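Growth rescue measured by 600 nm absorbance after 48 h yeast culture at 30 C with compound. Values normalized between DMSO and an equimolar ferric chloride plus clioquinol control.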
PI5P4Ka inh: blocks human PI5P4K alpha kinase activity; actives 1.2% (n = 330,000); P48426; max response, %; PI5P4Kalpha enzyme, ADP-Glo luminescence, 60 min; hits give low values; active = max response of -50% or lower; inconclusive = between -30% and -50%; inactive = -30% or higher; also: value at the top dose of about 77 µM; % is scaled to controls: 0 for no effect and ±100 for the full control effect
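Reactions run in 0.038 M HEPES pH 7.4, 0.28 mM EGTA, 0.1% CHAPS and 5% DMSO, with PI5P4Kalpha, substrate, compound and 5 microM ATP final, one hour at room temperature. Readout is ADP-Glo luminescence.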
EPAC1 ag: EPAC1 (human) agonism. AID 720707. EPAC1 agonist qHTS, biochemical assay; response scale: 100% = response to 6.5 mM cAMP. Potency, µM (highest dose often 154 µM), for inactives: at the highest dose activation, most hits filed as activators. actives 0.073% (n = 360,000); also: potency is read from the fitted curve at half-maximal effect; nearly all actives have a fitted effect of over 60% in size
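Compounds were pinned as a concentration titration into mixtures of EPAC1 (100 nM), BODIPY-GDP-loaded Rap1B (250 nM) and GDP (50 uM). After 5 min at room temperature, fluorescence was followed for 30 min; activity was scaled to 6.5 mM cAMP.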
IL2 activator: IL-2 activation; IL-2 activation reporter assay, cell-based qHTS; stimulated with anti-CD3/CD4/CD28 beads; in transgenic mouse T cells; activation, % (series mostly up to about 46 µM); actives 0.065% (n = 360,000); in the data active = activation above about 50%; inconclusive = mostly about 30% to 49%; also: 0% is about no effect
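First, unstimulated transgenic mouse T cells were exposed to compound for 60 min. Next, anti-CD3/anti-CD4-coated beads with anti-CD28 were added. Finally, after 18 h at 37 degrees C, EGFP and DsRed were imaged.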
* = called active by the depositor; & = joins results of further samples. Unless noted, calls follow the shape of the dose curve; as a rule, active = well fitted curve in the direction sought with a large enough effect; inconclusive = small, poorly fitted or top-dose-only effect, or another doubt; inactive = no such curve, though single readings can be large; an effect the other way counts as inactive or inconclusive.

Cc1c(CCOC(=O)CC23CC4CC(CC(C4)C2)C3)sc[n+]1CC(=O)c1ccccc1 was read as EPAC1 antag -8.7%, FUS suppressor 1.3%, WRN helicase inh -6.1%, PLK1 PBD inh 5.3%, Abeta rescue -11.2%, PI5P4Ka inh -3.4, EPAC1 ag 3.3% and IL2 activator -0.6.
For CCn1c(SCC(=O)N2CCC(C)CC2)nc2c(c1=O)SCC2 the results were EPAC1 antag -25.8%, FUS suppressor -5.6%, WRN helicase inh 10.4%, PLK1 PBD inh -3.4%, Abeta rescue 1.0%, PI5P4Ka inh 1.0, EPAC1 ag 8.1% and IL2 activator -0.2.
Cc1ccccc1C(=O)NC(=S)Nc1ccc(S(=O)(=O)N2CCOCC2)cc1 was read as EPAC1 antag inconclusive, FUS suppressor 23.8%, WRN helicase inh -10.4%, PLK1 PBD inh -15.7%, Abeta rescue -18.8%, PI5P4Ka inh 4.2, EPAC1 ag -2.2% and IL2 activator -2.9.
`O=C1CCCN1C(=O)CSc1nnnn1-c1cccc(F)c1` gave EPAC1 antag -1.5%, FUS suppressor -7.9%, WRN helicase inh inconclusive, PLK1 PBD inh 1.7%, Abeta rescue 3.6%, PI5P4Ka inh -1.0, EPAC1 ag -1.8% and IL2 activator 0.0.
For O=C1C(Cc2ccccc2)Nc2ncnc(N3CCCCC3)c2N1Cc1ccc(Br)cc1 (stereo unspecified) the results were EPAC1 antag inconclusive, FUS suppressor inconclusive, WRN helicase inh -12.7%&-16.0%, PLK1 PBD inh -14.1%&-3.3%, Abeta rescue inconclusive, PI5P4Ka inh -2.2&-2.6, EPAC1 ag 6.1%&7.0% and IL2 activator 0.1&-0.5.
For CCCN(CCC)S(=O)(=O)c1ccc(C(=O)N2CCC(=O)c3ccccc32)cc1 the results were EPAC1 antag -8.4%, FUS suppressor 39.1%, WRN helicase inh -0.7%, PLK1 PBD inh -1.5%, Abeta rescue -19.3%, PI5P4Ka inh 1.3, EPAC1 ag -1.9% and IL2 activator 0.7.
For CCN1CCN(S(=O)(=O)c2ccc(C(C)(C)C)cc2)CC1 the results were EPAC1 antag -9.4%, FUS suppressor -6.8%, WRN helicase inh -27.0%, PLK1 PBD inh -8.8%, Abeta rescue -5.0%, PI5P4Ka inh -9.0, EPAC1 ag 3.7% and IL2 activator -0.1.
`C=CCNc1nc(Nc2ccccc2F)nc(OCC)n1` gave EPAC1 antag -2.4%, FUS suppressor -6.8%, WRN helicase inh 0.8%, PLK1 PBD inh -8.5%, Abeta rescue inconclusive, PI5P4Ka inh 2.4, EPAC1 ag 4.8% and IL2 activator -0.9.
`COc1ccc(-n2c(SCC(=O)Nc3ccc(C)cc3)nc(O)c(Cc3ccccc3)c2=O)cc1` gave EPAC1 antag -17.6%, FUS suppressor -0.6%, WRN helicase inh -3.6%, PLK1 PBD inh -13.4%, Abeta rescue -7.2%, PI5P4Ka inh -11.7, EPAC1 ag 6.9% and IL2 activator -1.0.
CCOc1ccccc1N1CC(C(=O)Nc2c(C)n(C)n(-c3ccccc3)c2=O)CC1=O (stereo unspecified) was read as EPAC1 antag 8.4%, FUS suppressor 25.2%, WRN helicase inh -4.8%, PLK1 PBD inh 0.4%, Abeta rescue -7.7%, PI5P4Ka inh 2.3, EPAC1 ag -1.7% and IL2 activator 0.2.
COC(=O)C1=C(NC(=O)c2ccc(C)c(C)c2)CCS1 was read as EPAC1 antag -1.9%, FUS suppressor 18.0%, WRN helicase inh -6.8%, PLK1 PBD inh -6.1%, Abeta rescue 0.8%, EPAC1 ag 6.5% and IL2 activator 1.0.
Screening NC(=O)c1ccsc1NC(=O)CN1C(=O)NC2(CCCCC2)C1=O returned EPAC1 antag -17.5%, FUS suppressor 7.8%, WRN helicase inh -5.4%, PLK1 PBD inh -12.1%, Abeta rescue 1.4%, PI5P4Ka inh inconclusive, EPAC1 ag 15.7% and IL2 activator 1.5.
For CCC(C(=O)Nc1c2c(nn1C(C)(C)C)CS(=O)(=O)C2)c1ccccc1 (stereo unspecified) the results were EPAC1 antag 12.4%, WRN helicase inh -14.6%, PLK1 PBD inh 1.3%, Abeta rescue 0.9%, PI5P4Ka inh -5.8, EPAC1 ag -5.0% and IL2 activator 0.0.
Screening COc1cc(-c2cc(C(=O)Nc3ccc(S(=O)(=O)NCc4ccco4)cc3)c3ccccc3n2)cc(OC)c1OC returned EPAC1 antag 10.4%, FUS suppressor 42.5%, WRN helicase inh -1.1%, PLK1 PBD inh -5.4%, Abeta rescue 4.8%, PI5P4Ka inh -14.1, EPAC1 ag 8.0% and IL2 activator -0.4.
`O=C(COC(=O)C1CC(=O)N(Cc2ccccc2)C1)c1ccc(Br)cc1` (stereo unspecified) gave EPAC1 antag 4.3%, WRN helicase inh 9.4%, PLK1 PBD inh -18.5%, Abeta rescue 0.0%, PI5P4Ka inh -1.2, EPAC1 ag -4.4% and IL2 activator -3.2.

2 entries picked at random from the list so far, as already listed:
Cc1c(CCOC(=O)CC23CC4CC(CC(C4)C2)C3)sc[n+]1CC(=O)c1ccccc1 was read as EPAC1 antag -8.7%, FUS suppressor 1.3%, WRN helicase inh -6.1%, PLK1 PBD inh 5.3%, Abeta rescue -11.2%, PI5P4Ka inh -3.4, EPAC1 ag 3.3% and IL2 activator -0.6.
`COc1ccc(-n2c(SCC(=O)Nc3ccc(C)cc3)nc(O)c(Cc3ccccc3)c2=O)cc1` gave EPAC1 antag -17.6%, FUS suppressor -0.6%, WRN helicase inh -3.6%, PLK1 PBD inh -13.4%, Abeta rescue -7.2%, PI5P4Ka inh -11.7, EPAC1 ag 6.9% and IL2 activator -1.0.

(cont.)
For CCCCn1c(N)c(N(CC)C(=O)COc2ccc(C#N)cc2)c(=O)[nH]c1=O the results were EPAC1 antag -7.8%, FUS suppressor -9.8%, WRN helicase inh 2.4%, PLK1 PBD inh -4.3%, Abeta rescue 2.0%, PI5P4Ka inh -1.9, EPAC1 ag 13.3% and IL2 activator 0.0.
Screening CCOC(=O)C(O)(NC(=O)c1cccnc1)C(F)(F)F (stereo unspecified) returned EPAC1 antag -3.1%, FUS suppressor -42.4%, WRN helicase inh 10.2%, PLK1 PBD inh 2.8%, Abeta rescue 6.0%, PI5P4Ka inh 0.3, EPAC1 ag 5.5% and IL2 activator -0.4.
`CN1C[C@@H]2[C@@H]3C(=O)N(C)C(=O)[C@@H]3[C@](C)(C1=O)N2C(=O)c1ccc(F)cc1` gave EPAC1 antag -3.3%, FUS suppressor -19.6%, WRN helicase inh -1.6%, PLK1 PBD inh -0.3%, Abeta rescue 2.4%, PI5P4Ka inh 0.8, EPAC1 ag 0.9% and IL2 activator -0.1.
CCOC(=O)C1CCCN(CCC(=O)Nc2ccc(C)c(C)c2)C1 (stereo unspecified) was read as EPAC1 antag -14.5%, FUS suppressor 17.0%, WRN helicase inh 1.4%, PLK1 PBD inh -5.7%, Abeta rescue 5.6%, PI5P4Ka inh 2.9, EPAC1 ag 11.2% and IL2 activator -0.9.
`Cc1ccc(N2C(=O)C3C(C2=O)N2CCCN2C3c2ccccc2)cc1C` (stereo unspecified) gave EPAC1 antag -6.4%, FUS suppressor 16.7%, WRN helicase inh 1.1%, PLK1 PBD inh inconclusive, Abeta rescue 2.4%, PI5P4Ka inh -7.3, EPAC1 ag 0.5% and IL2 activator 2.5.
For CC(C)CCc1noc(CN(CC2CCC2)CC2CCCO2)n1 (stereo unspecified) the results were EPAC1 antag -6.3%, FUS suppressor -2.9%, WRN helicase inh -3.6%, PLK1 PBD inh -4.8%, Abeta rescue 12.5%, PI5P4Ka inh 18.6, EPAC1 ag -1.5% and IL2 activator -2.0.
`CNC(=O)c1ccc(-c2sc3nc(N4CCOCC4)c4c(c3c2N)CCCC4)o1` gave EPAC1 antag -13.2%, FUS suppressor 7.08µM*, WRN helicase inh -12.5%, PLK1 PBD inh -3.5%, Abeta rescue -0.9%, PI5P4Ka inh -8.8, EPAC1 ag 3.9% and IL2 activator -4.1.
For CC(=O)N(CCCN(C)C)CCC(C)CCC=C(C)C (stereo unspecified) the results were EPAC1 antag -5.0%, FUS suppressor -17.1%, WRN helicase inh 1.1%, PLK1 PBD inh -8.7%, Abeta rescue 5.3%, EPAC1 ag -2.9% and IL2 activator 1.0.
`CCCCCOC(=O)Nc1ccc(S(=O)(=O)Nc2cccc([N+](=O)[O-])c2)cc1` gave EPAC1 antag -29.2%, FUS suppressor 17.3%, WRN helicase inh -6.4%, PLK1 PBD inh -9.7%, Abeta rescue -6.5%, PI5P4Ka inh 5.5, EPAC1 ag 22.4% and IL2 activator -2.6.
`CN(CCO)c1ccc([N+](=O)[O-])cc1C(=O)O` gave EPAC1 antag -5.3%, FUS suppressor 20.6%, WRN helicase inh 1.0%, PLK1 PBD inh -25.6%, Abeta rescue 7.9%, PI5P4Ka inh -2.2, EPAC1 ag -5.2% and IL2 activator -1.3.
`N#Cc1ccc(CN2CCN(C(=O)C3CC(=O)N(c4ccc5c(c4)OCCO5)C3)CC2)cc1` (stereo unspecified) gave EPAC1 antag 5.6%, FUS suppressor -31.6%, WRN helicase inh 8.7%, PLK1 PBD inh 1.4%, Abeta rescue 1.6%, PI5P4Ka inh 1.3, EPAC1 ag 5.7% and IL2 activator -2.0.
Screening COc1ccc(C(=O)NCc2nnc(SCC(=O)c3ccc(F)cc3)n2C)cc1OC returned EPAC1 antag -2.5%, FUS suppressor 13.9%, WRN helicase inh -9.1%, PLK1 PBD inh -14.7%, Abeta rescue -7.3%, PI5P4Ka inh -12.5, EPAC1 ag 10.8% and IL2 activator 0.9.
COC(=O)c1ccccc1NC(=O)CSc1nnc(C(C)NC(=O)c2ccc(Cl)cc2Cl)n1C (stereo unspecified) was read as EPAC1 antag 13.9%, FUS suppressor 39.7%, WRN helicase inh -5.5%, PLK1 PBD inh -6.3%, Abeta rescue 0.8%, EPAC1 ag -5.5% and IL2 activator -3.9.
CCOC(=O)c1ccccc1NS(=O)(=O)c1c(C)nc2sccn2c1=O was read as EPAC1 antag -4.3%, FUS suppressor 1.0%, WRN helicase inh -5.9%, PLK1 PBD inh -0.7%, Abeta rescue 3.7%, PI5P4Ka inh -0.3, EPAC1 ag 10.6% and IL2 activator 1.6.
`COc1cc(C(=O)OCC(=O)N2CCCCC2C)cc(NC(=O)c2cccs2)c1OC` (stereo unspecified) gave EPAC1 antag 5.2%, FUS suppressor 14.0%, WRN helicase inh -12.5%, PLK1 PBD inh -3.3%, Abeta rescue -5.0%, PI5P4Ka inh 8.0, EPAC1 ag 7.9% and IL2 activator 0.3.
